# HCT116 survival: survival after telomere uncapping, modulators, primary screen, cell-based (AID 1259312) | HCT116 + Ad-hTR-mut, survival, MTT, 5 d; active compounds read high | fold change at 10 µM | hit rate 4.5% among 4,500;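 active means cell survival measured by absorbance rises more than 2.5-fold over infected cells without compound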;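 further: virus expresses mutant telomerase RNA that uncaps telomeres and kills cells; compound added 2 days after infection so exposure lasts 3 days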
# * hit, by the source's call.
SMILES,HCT116 survival
CC1(C)[C@H]2CCC1(CS(=O)(=O)O)C(=O)C2,-1.5
CCn1cc(C(=O)O)c(=O)c2cc(F)c(N3CCNC(C)C3)c(F)c21 (configuration not stated),-1.4
C[C@H](CCC(=O)O)[C@H]1CC[C@H]2[C@@H]3[C@H](O)C[C@@H]4C[C@H](O)CC[C@]4(C)[C@H]3CC[C@]12C,-1.3

# Nothing new here: two of the compounds above.
SMILES,HCT116 survival
CC1(C)[C@H]2CCC1(CS(=O)(=O)O)C(=O)C2,-1.5
CCn1cc(C(=O)O)c(=O)c2cc(F)c(N3CCNC(C)C3)c(F)c21 (configuration not stated),-1.4

# This is a subset; the hit share may differ from the screen's.
